Diaph act CS = compounds boosting diaphorase resazurin reduction – biochemical, uHTS, resorufin fluorescence, counter-screen for diaphorase-coupled primary assays, primary screen | activation factor at 20 µM | AID 1229, 2008 | hit rate 0.005% among 190,000 | Diaphorase/resazurin coupled assay, 16 min; active compounds read high; 1 = vehicle wells, 0 = NADH-free wells;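 active = diaphorase activity raised at least twofold by the compound at 20 µM; inactive = activation factor below 2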
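Measured by – red resorufin fluorescence at 544/590 nm excitation/emission · Test system – Clostridium kluyveri diaphorase, purified enzyme · Incubation – reaction time 16 min, room temperature · Buffer or medium – 50 mM HEPES pH 7.4 with 4.542 mM MgCl2, 0.005% Tween 20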
STAT1 act = STAT1 signaling activators, primary screen, cell-based, HTS, luciferase reporter. NIH 3T3 STAT1-luciferase reporter, IFN-gamma, luminescence; 100% = IFN-gamma alone, no compound. activation (% of control), % at 5.5 µM. hit rate 2.6% among 200,000. AID 932, 2007;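 active = activation above the screen-wide mean activation plus 3 SD, cut at about 130% in these data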;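 also: raw ratio to IFN-gamma control signal so 100% means no change and 0% no light; values of inactives mirror those of a sister screen read the other way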
Diaph inh CS = diaphorase inhibitors and chemical oxidizers, primary screen, counter-screen for diaphorase-coupled primary assays, biochemical, uHTS, resorufin fluorescence; diaphorase resazurin-to-resorufin fluorescence, NADH, 16 min; bacterial (C. kluyveri) enzyme, not human; inhibition, % at 20 µM; hit rate 0.69% among 190,000;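 active = primary screen inhibition at 20 µM above a set limit, cut at about 50% in these data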;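 also: plate controls were DMSO with full reaction for no effect and wells lacking NADH for full effect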
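Test system: bacterial diaphorase enzyme (C. kluyveri); Quantity: 0.14 U/mL diaphorase, enzyme working solution; Times: reaction incubation of 16 min at room temperature; Measured by: fluorescence of resorufin formed from resazurin, Ex 544/Em 590 nm; Benchmarks: positive control minus NADH, DMSO neutral control.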
G6PDH CS = L. mesenteroides G6PDH inhibitors, counter-screen for G6PDH-coupled screening assays, biochemical, Leuconostoc mesenteroides enzyme. glucose-6-phosphate dehydrogenase [Leuconostoc mesenteroides]. Purified L. mesenteroides G6PDH, diaphorase/resazurin coupled fluorescence, 45 min. inhibition, % at 5 µM. hit rate 0.12% among 200,000. AID 1020, 2008; in the data active = inhibition above about 50%
NF-kB neuron act = activators of NF-kB expression in neurons, primary screen, cell-based, HTS | human neuronal cells, NF-kB reporter expression; active compounds read high | fold change at 12.5 µM | hit rate 1.6% among 190,000; in the data active = fold change above about 3.3
TLR4-MyD88 BLA = inhibitors of TLR4-MyD88 association in cells, primary screen, cell-based, HeLa CL3-4, BLA complementation, FRET ratio; inhibition, % at 8.4 µM; HeLa CL3-4 TLR4/MyD88 BLA complementation; hit rate 0.18% among 200,000; AID 861, 2007; in the data active = inhibition above about 25%;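 also: 0% = vehicle and 100% = reference inhibitor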
FLuc act counter = FLuc activators, initial screening, artefact control for FLuc-dependent activation tests, biochemical, ATPlite luminescence; Luciferin 4-monooxygenase (Photinus pyralis), P08659; ATPlite luciferase biochemical, 10 min; 0 = ATP-free wells, 1 = DMSO control; 200,000 tested, under 10 active; activation factor at 10 µM;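 active = luciferase activation factor, scaled between plate controls, of at least 2 with compound at 10 µM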
Target sequence (P08659 whole entry, looked up): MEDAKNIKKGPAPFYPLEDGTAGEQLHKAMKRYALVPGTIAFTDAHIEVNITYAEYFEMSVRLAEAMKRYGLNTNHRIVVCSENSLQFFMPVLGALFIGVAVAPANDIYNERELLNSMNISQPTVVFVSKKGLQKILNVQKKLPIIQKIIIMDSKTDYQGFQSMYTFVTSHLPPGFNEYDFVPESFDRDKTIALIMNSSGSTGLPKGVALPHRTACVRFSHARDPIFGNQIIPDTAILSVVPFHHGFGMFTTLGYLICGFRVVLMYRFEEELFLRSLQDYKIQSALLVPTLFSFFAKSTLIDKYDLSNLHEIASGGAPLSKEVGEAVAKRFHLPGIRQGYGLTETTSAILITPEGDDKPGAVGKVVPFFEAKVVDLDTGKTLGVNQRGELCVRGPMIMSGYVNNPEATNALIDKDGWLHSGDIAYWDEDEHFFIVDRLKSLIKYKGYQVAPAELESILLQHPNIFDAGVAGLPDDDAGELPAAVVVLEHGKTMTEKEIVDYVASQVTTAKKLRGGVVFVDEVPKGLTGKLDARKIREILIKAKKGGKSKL
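Assay system: Luciferase/luciferin reagent mix; Medium: PBS as buffer for the ATP substrate; Dosing: test compounds dosed from 2 mM stocks in 100% DMSO; Times: 10 min, room temperature; Signal: luminescence from luciferase reaction; Read-out: luciferase activation; Controls: No-ATP low control, compound-free enzyme-plus-ATP high control.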
APP transl inh = inhibitors of APP translation via 5'UTR reporter, primary screen, APP 5'UTR luciferase, SH-SY5Y cells; inhibition, % at 2 µM; hit rate 0.82% among 190,000; AID 1285, 2008; SH-SY5Y APP 5'UTR-luciferase reporter, luminescence;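 active = inhibition above a set limit, derived from the sample mean plus 3 SD, cut at about 45% in these data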; also: values of inactives mirror those of a sister screen read the other way
APP 5'UTR act = activators of APP 5'UTR luciferase reporter, primary screen, SH-SY5Y cells; hit rate 1% among 190,000; AID 1276, 2008; activation, % at 2 µM; SH-SY5Y APP 5'UTR luciferase reporter, luminescence; zero percent = DMSO vehicle wells;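 active = activation above a set limit, based on mean plus 3 SD of controls, cut at about 140% in these data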; also: values of inactives mirror those of a sister screen read the other way
FLuc inh counter = firefly luciferase enzyme inhibitors, primary screen, artefact control for luciferase-based inhibitor screens, biochemical, luminescence, ATPLite. Luciferin 4-monooxygenase (Photinus pyralis), P08659. 10 min. inhibition, % at 10 µM. hit rate 1.5% among 200,000. AID 1006, 2008;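 active = inhibition above about 50% when tested at 10 µM, limit read from the data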
Numbers without * were called inactive.

1: O=C(Cn1c(-c2cncs2)nc2ccccc21)NCCc1ccccc1
2: CN(C)C(=O)COC(=O)/C=C/c1ccccc1[N+](=O)[O-]
3: CCC(C)(C)C1CCc2c(sc(N)c2C(N)=O)C1 (stereo unspecified)
4: COC(=O)C1=C(C)NC(C)=C(C(=O)OC)C1C1CC=CCC1 (stereo unspecified)
5: COc1ccccc1C(=O)N/C(=C/c1ccccc1)C(=O)NC(CCSC)C(=O)O (stereo unspecified)
6: COc1cccc(Oc2cn[nH]c2-c2ccc(OC)cc2O)c1
7: CC(=O)Nc1cccc(C(=O)NCC2(N3CCCCC3)CCCCC2)c1
8: COc1ccc(OC)c(NC(=O)NCCc2cccc(Cl)c2)c1
entry no. | 1 | 2 | 3 | 4 | 5 | 6 | 7 | 8
Diaph act CS | 0.8 | 0.9 | 0.8 | 1 | 0.8 | 0.8 | 0.8 | 1.1
STAT1 act | 105 | 77 | 95 | 104 | 98 | 110 | 84 | 104
Diaph inh CS | 19 | 11 | 25 | -2 | 21 | 15 | 16 | -11
G6PDH CS | 1 | -1 | -2 | -4 | 8 | 7 | 5 | -2
NF-kB neuron act | 0.95 | 0.74 | 0.94 | 1.3 | 1.1 | 1 | 1.1 | 0.89
TLR4-MyD88 BLA | -7 | 8 | -14 | 1 | 2 | -4 | -6 | -4
FLuc act counter | 1 | 1.1 | 1 | 1 | 1.1 | 1.1 | 1.1 | 1
APP transl inh | 14 | -8 | 5 | 16 | -7 | -15 | -6 | -5
APP 5'UTR act | -14 | 8 | -5 | -16 | 7 | 15 | 6 | 5
FLuc inh counter | -3 | -8 | -4 | 1 | -9 | -6 | -9 | 1

9: CCCCOc1cccc(-c2nnc(NC(=O)CSc3ccc(C)cc3)s2)c1
10: CCOC(=O)/C(=N/Nc1ccccc1)N1CCCc2ccccc21
11: CC(=O)N1C(=O)C2(Nc3ccccc3N2)c2ccccc21
12: O=C(CSc1nnc(-c2ccc(Br)cc2)o1)Nc1cccc2ccccc12
13: Cc1ccc(OCC(=O)c2cc(C)n(CC(F)(F)F)c2C)c([N+](=O)[O-])n1
14: CN(C)CCCNC(=O)c1ccc(-c2nc(-c3ccc(Cl)cc3)cs2)cc1
15: COc1ccc(CC(=O)NC2CCN(CC(=O)N3CCCc4ccccc43)CC2)cc1OC
16: CC(NC(=O)c1cccs1)C(c1cccs1)N1CCOCC1 (stereo unspecified)
entry no. | 9 | 10 | 11 | 12 | 13 | 14 | 15 | 16
Diaph act CS | 1 | 0.9 | 0.9 | 0.9 | 0.7 | 1.4 | 0.9 | 1
STAT1 act | 89 | 100 | 114 | 102 | 106 | 105 | 100 | 95
Diaph inh CS | 2 | 10 | 11 | 7 | 30 | -39 | 10 | -1
G6PDH CS | 2 | 26 | 10 | 0 | -1 | 8 | 7 | 0
NF-kB neuron act | 1.2 | 1.1 | 0.33 | 1.1 | 1.1 | 0.44 | 1.1 | 1
TLR4-MyD88 BLA | 3 | 1 | -7 | 1 | -13 | 0 | 11 | 5
FLuc act counter | 1 | 0.9 | 1 | 1 | 1 | 1.1 | 1 | 1
APP transl inh | -19 | -13 | -10 | -3 | -11 | -31 | -6 | 10
APP 5'UTR act | 19 | 13 | 10 | 3 | 11 | 31 | 6 | -10
FLuc inh counter | -1 | 6 | -5 | -1 | -2 | -6 | -3 | -3

17: O=C(c1nc2ccccn2c1CNCCCn1nnc2ccccc21)N1CCOCC1
18: O=C(NC1CCCCC1)c1ccc(Cl)c(NC(=O)c2ccccc2F)c1
19: CCOC(=O)CSc1nc2ccccc2c(=O)n1CC1CCCC1
20: CCOC(=O)C1(CCc2ccccc2)CCN(C(=O)C2=C(C)OCCO2)CC1
21: CCC(=O)N/N=C/c1ccc(-c2ccc([N+](=O)[O-])cc2)o1
22: Cc1ccc(CSCC(=O)NN=C2CCN(C)CC2)cc1
23: CN(C(=O)COC(=O)CNC(=O)c1ccc(Cl)cc1Cl)c1ccccc1
24: O=C(Nc1ccccc1)c1ccc(-c2ccc(F)cc2)s1
entry no. | 17 | 18 | 19 | 20 | 21 | 22 | 23 | 24
Diaph act CS | 0.9 | 0.9 | 0.8 | 0.8 | 0.7 | 0.8 | 1 | 1
STAT1 act | 95 | 98 | 95 | 114 | 104 | 91 | 106 | 143*
Diaph inh CS | 7 | 9 | 22 | 16 | 27 | 16 | 0 | -1
G6PDH CS | 14 | 8 | 5 | 20 | 11 | 1 | 9 | 1
NF-kB neuron act | 1.2 | 0.95 | 0.98 | 1.5 | 0.98 | 1.1 | 1 | 2.2
TLR4-MyD88 BLA | -30 | 6 | -10 | -1 | -2 | -4 | 1 | -3
FLuc act counter | 1 | 1.1 | 1 | 1 | 1 | 1.1 | 1.1 | 0.8
APP transl inh | -6 | -3 | -28 | -18 | 13 | -4 | -30 | -75
APP 5'UTR act | 6 | 3 | 28 | 18 | -13 | 4 | 30 | 75
FLuc inh counter | -3 | -6 | -4 | -2 | -3 | -7 | -6 | 16

4 structures already listed, arranged by length of the SMILES, falling.
20: CCOC(=O)C1(CCc2ccccc2)CCN(C(=O)C2=C(C)OCCO2)CC1
18: O=C(NC1CCCCC1)c1ccc(Cl)c(NC(=O)c2ccccc2F)c1
24: O=C(Nc1ccccc1)c1ccc(-c2ccc(F)cc2)s1
22: Cc1ccc(CSCC(=O)NN=C2CCN(C)CC2)cc1
entry no. | 20 | 18 | 24 | 22
Diaph act CS | 0.8 | 0.9 | 1 | 0.8
STAT1 act | 114 | 98 | 143* | 91
Diaph inh CS | 16 | 9 | -1 | 16
G6PDH CS | 20 | 8 | 1 | 1
NF-kB neuron act | 1.5 | 0.95 | 2.2 | 1.1
TLR4-MyD88 BLA | -1 | 6 | -3 | -4
FLuc act counter | 1 | 1.1 | 0.8 | 1.1
APP transl inh | -18 | -3 | -75 | -4
APP 5'UTR act | 18 | 3 | 75 | 4
FLuc inh counter | -2 | -6 | 16 | -7

Next entries follow.
25: O=C1CC(c2ccccc2Cl)CC(O)=C1C=Nc1ccccc1 (stereo unspecified)
26: c1ccc(-n2nnnc2SCc2cccc(CSc3nnnn3-c3ccccc3)n2)cc1
27: c1csc(-c2nc3nc4ccccc4nc3n2Cc2ccc3c(c2)OCO3)c1
28: O=Cc1cccn1Cc1ccc(Cl)cc1Cl
29: CC(C)(Oc1ccc(Cl)cc1)C(=O)NCc1ccc(S(N)(=O)=O)cc1
30: COc1ccc(NC(=O)C2CCCN(S(=O)(=O)c3ccc4c(c3)oc(=O)n4C)C2)c(OC)c1 (stereo unspecified)
31: COc1cc(OC)c(OC)cc1CN1CCCC(C(=O)c2ccccc2SC)C1 (stereo unspecified)
32: CC1(C)CCCN(C(=O)c2ccc3c(c2NCCO)C(=O)c2ccccc2C3=O)C1
entry no. | 25 | 26 | 27 | 28 | 29 | 30 | 31 | 32
Diaph act CS | 0.8 | 0.8 | 0.8 | 0.9 | 0.9 | 1 | 0.9 | 0.6
STAT1 act | 104 | 110 | 124 | 99 | 97 | 102 | 93 | 109
Diaph inh CS | 18 | 25 | 21 | 5 | 12 | 4 | 12 | 41
G6PDH CS | 3 | 3 | -50 | 2 | 4 | -3 | 20 | 8
NF-kB neuron act | 0.99 | 0.75 | 0.77 | 1.2 | 1.1 | 1.6 | 0.88 | 0.62
TLR4-MyD88 BLA | -12 | 4 | -7 | 2 | -5 | -12 | -10 | 13
FLuc act counter | 1 | 1.1 | 0.9 | 1.1 | 1.1 | 1.1 | 1.1 | 0.9
APP transl inh | -10 | -6 | 3 | -10 | 0 | 1 | 12 | 8
APP 5'UTR act | 10 | 6 | -3 | 10 | 1 | -1 | -12 | -8
FLuc inh counter | -2 | -8 | 6 | -5 | -6 | -9 | -7 | 8

Along the list, quoted from above:
FLuc inh counter for entries 27–32: 6, -5, -6, -9, -7, 8
STAT1 act for entries 27–32: 124, 99, 97, 102, 93, 109

Other records
33: CCCCNC(=O)c1ccc(CS(=O)(=O)c2cccc(C(F)(F)F)c2)o1
34: COC(=O)c1cnn(-c2cc(Oc3cccc(C)c3)ncn2)c1N
35: COc1ccc(-c2nc3nc(C)cc(=O)n3[nH]2)cc1
36: CC/C(O)=C1\C(=O)CCCC1=NCc1nc2ccccc2[nH]1
37: C=CCn1c(SCC(=O)Nc2sccc2C(N)=O)nc2ccc(Cl)cc2c1=O
38: Cc1cc(OCC(=O)O)c2ccccc2n1
39: O=C(Nc1ccccc1NC(=O)c1ccco1)c1ccco1
40: CC1(C)N=C(SCC(=O)Nc2ccccc2)C(c2ccc(Cl)cc2)=N1
entry no. | 33 | 34 | 35 | 36 | 37 | 38 | 39 | 40
Diaph act CS | 0.8 | 0.9 | 0.9 | 1 | 0.8 | 0.8 | 1 | 0.9
STAT1 act | 97 | 114 | 95 | 86 | 91 | 99 | 106 | 85
Diaph inh CS | 16 | 7 | 7 | 5 | 24 | 18 | 0 | 11
G6PDH CS | 2 | -7 | -1 | 5 | 1 | 8 | 11 | 1
NF-kB neuron act | 1.1 | 1.4 | 1.1 | 1.6 | 1 | 1.2 | 1.1 | 1.5
TLR4-MyD88 BLA | 0 | 6 | -12 | -2 | 3 | -5 | 1 | 3
FLuc act counter | 1 | 1.1 | 0.7 | 1 | 1.1 | 1 | 1 | 1
APP transl inh | -16 | -15 | -5 | -9 | -8 | 10 | -18 | 4
APP 5'UTR act | 16 | 15 | 5 | 9 | 8 | -10 | 18 | -4
FLuc inh counter | -3 | -6 | 31 | -2 | -6 | 0 | -2 | -4

41: N#Cc1nc(-c2ccccc2Cl)oc1N1CCOCC1
42: C/C(O)=C(/N=O)C(=O)Nc1ccccc1
43: COc1ccc(C2CC2/C(C)=N/OC(=O)C2CC2)cc1 (stereo unspecified)
44: COc1ccc(C(=O)c2oc3ccc(OC)cc3c2N)cc1
45: CCCCc1noc(-c2c(-c3ccccc3Cl)noc2C)n1
entry no. | 41 | 42 | 43 | 44 | 45
Diaph act CS | 0.9 | 0.9 | 1 | 0.9 | 0.9
STAT1 act | 109 | 111 | 111 | 151* | 93
Diaph inh CS | 8 | 6 | 3 | 6 | 14
G6PDH CS | 5 | -3 | 3 | -35 | -1
NF-kB neuron act | 1.3 | 1.1 | 1.2 | 5.9* | 1
TLR4-MyD88 BLA | 7 | 0 | 1 | -12 | -3
FLuc act counter | 1 | 1 | 1 | 1 | 1
APP transl inh | -13 | -11 | 0 | -190 | -18
APP 5'UTR act | 13 | 11 | 0 | 190* | 18
FLuc inh counter | 3 | 2 | 1 | 4 | -4

Compound activity from PubChem.
